AT treatment – candidate therapy for ataxia-telangiectasia. […] A-T fibroblasts, KAP-1 phosphorylation AlphaLISA; neocarzinostatin DNA damage 30 min before lysis. Potency, µM (titrated, usually from 57.5 µM), for inactives: top-dose activation, actives largely listed as activators. 320,000 tested, 0.19% active. AID 485349; also: potency is read from the fitted curve at half-maximal effect; % of control where 0% means no effect; nearly all actives have a fitted effect of over 45% in size
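ATM-like activity read as KAP-1 phosphorylation via AlphaLISA donor/acceptor antibody pairs after lysis and 6 hr at 25C. Cells were ATM-null patient fibroblasts ([…], hTERT), dosed 60 min, then exposed to the DSB inducer NCS for 30 min.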
a7 integrin act – integrin-mediated muscular dystrophy alleviation activation; alpha7betagal myoblasts, beta-gal FDG fluorescence, 48 h; Potency, µM (series often up to 38.3 µM), without a hit: top-dose activation, hits mostly activators; 350,000 tested, 0.064% active; AID 624291;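 also: potency is read from the fitted curve at half-maximal effect; 100% = response of the positive control SU9516; nearly all actives have a fitted effect of over 60% in size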
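Alpha7betagal+/- myoblasts (passage 13) were plated 16-24 hr, then exposed to compounds (1:260 dilution of DMSO stock) for 48 hours at 37C. After MPER lysis, β-galactosidase reporter activity was read as FDG fluorescence (ex 480/em 540) after 30 minutes.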
CXXC DNA block – inhibitors of human MLL CXXC domain-DNA interaction | 290,000 tested, 0.037% active | MLL-CXXC / FITC-HOXA9 DNA fluorescence polarization | Q03164 | Potency, µM (doses to about 115 µM), without a hit: at the highest dose activity change, negative = inhibition, usual class: inhibitors | AID 2662; active = well fitted inhibition curve with a large enough effect in the polarisation, with a control signal flat, not every such curve was filed as active; inconclusive = small, poorly fitted or top-dose-only effect, or effect the other way, or a change in a side signal; inactive = no such curve, though single readings can be large or run the other way; the % refers to the polarisation; also: potency is read from the fitted curve at half-maximal effect
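Fluorescence polarization: 7 uM MLL-CXXC (stock) preincubated 5 min with compounds, then 50 nM fluorescein-HOX-A9 DNA (stock) added; 30 min ambient. Buffer 50 mM Tris-HCl pH 7.5, 50 mM NaCl, 1 mM DTT, 0.05% BSA.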
Coupling enz – coupling enzyme interference in Giardia aldolase counter-screen; coupling enzyme system counterscreen, AmpLite Red fluorescence; activity change, negative = inhibition, % at 58.2 µM, hits read low; AID 2472; 290,000 tested, 0.67% active; in the data active = activity change below about -30%; also: % is scaled to controls: 0 for no effect and ±100 for the full control effect
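Counterscreen of the coupled detection system alone, without aldolase: glyceraldehyde-3-phosphate coupling enzymes plus AmpLite Red readout. Compounds at 57.5 uM final, 10 min RT preincubation, 20 min RT reaction, fluorescence 525/598 nm.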
hERG WT inh – blocks the wildtype human KCNH2 potassium channel; Q12809; U2OS, BacMam KCNH2, thallium flux FluxOr; hits give low values; activity change, % at 1.84 µM; 340,000 tested, 0.37% active;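 active = maximum activity change below -70%; inconclusive = maximum activity change between -70% and -50%; inactive = maximum activity change above -50%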; also: % is scaled to controls: 0 for no effect and ±100 for the full control effect
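U2OS cells transduced with wild-type KCNH2 virus are loaded with FluxOr dye for 45 min, and thallium flux is measured in kinetic reads before and after stimulation buffer. Rate constants are normalized to DMSO controls.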
MBNL1-CUG inh – inhibitors of human MBNL1 binding to CUG repeat RNA; Q9NR56; TR-FRET MBNL1-His/biotin-(CUG)12 binding, 665/545 ratio; Potency, µM (doses to about 57.5 µM), for inactives: top-dose activity change, negative = inhibition, actives largely listed as inhibitors; 280,000 tested, 0.036% active; AID 2675; active = well fitted inhibition curve with a large enough effect in the signal ratio, with a control signal flat, not every such curve was filed as active; inconclusive = small, poorly fitted or top-dose-only effect, or effect the other way, or a change in a side signal; inactive = no such curve, though single readings can be large or run the other way; the % refers to the signal ratio; also: potency is read from the fitted curve at half-maximal effect; % is scaled to controls: 0 for no effect and ±100 for the full control effect
Target sequence (Q9NR56 whole entry, looked up): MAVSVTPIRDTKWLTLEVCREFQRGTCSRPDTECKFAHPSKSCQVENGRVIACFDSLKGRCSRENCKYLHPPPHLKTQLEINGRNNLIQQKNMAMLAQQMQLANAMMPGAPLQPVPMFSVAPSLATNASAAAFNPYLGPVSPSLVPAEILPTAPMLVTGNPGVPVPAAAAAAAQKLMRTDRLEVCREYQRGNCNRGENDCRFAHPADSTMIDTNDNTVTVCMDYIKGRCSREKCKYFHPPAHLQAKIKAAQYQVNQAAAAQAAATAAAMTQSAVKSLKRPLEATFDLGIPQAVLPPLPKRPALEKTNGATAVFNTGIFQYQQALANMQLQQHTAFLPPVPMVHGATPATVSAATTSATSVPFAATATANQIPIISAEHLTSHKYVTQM
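His-tagged MBNL1 binding to biotinylated (CUG)12 RNA was measured by TR-FRET using terbium anti-His antibody (0.055 ng/ul final) and streptavidin-XL665 (5 nM final). Compounds were titrated 92 nM to 58 uM; 60 min at room temperature.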
GALK inhibitor – blocks human galactokinase activity; Purified GALK, Kinase-Glo residual ATP luminescence; AID 1868; 270,000 tested, 0.007% active; Potency, µM (titrated, usually from 57.5 µM), inactives show at the top dose activity change, negative = inhibition, actives largely listed as inhibitors; P51570; also: potency is read from the fitted curve at half-maximal effect; % is scaled to controls: 0 for no effect and ±100 for the full control effect
Target sequence (P51570 whole entry, looked up): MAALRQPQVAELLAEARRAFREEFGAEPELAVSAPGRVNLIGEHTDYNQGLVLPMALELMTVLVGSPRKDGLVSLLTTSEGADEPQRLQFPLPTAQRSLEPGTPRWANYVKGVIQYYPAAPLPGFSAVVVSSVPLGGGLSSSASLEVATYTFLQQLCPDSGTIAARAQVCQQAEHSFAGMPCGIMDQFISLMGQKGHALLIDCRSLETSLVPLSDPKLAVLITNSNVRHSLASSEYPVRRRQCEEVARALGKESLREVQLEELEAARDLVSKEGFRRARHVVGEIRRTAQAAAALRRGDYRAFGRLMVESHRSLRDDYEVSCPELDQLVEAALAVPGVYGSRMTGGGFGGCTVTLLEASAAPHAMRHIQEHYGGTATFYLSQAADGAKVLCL
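Galactose (100 uM) and ATP (35 uM) were turned over by 5 nM GALK for 1 h at RT. Kinase-Glo Plus then converted the remaining ATP into a luminescent signal.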
KCNH2 3.1 inh – blocks the human KCNH2 3.1 channel isoform | U2OS KCNH2 3.1, thallium flux FluxOr; hits give low values | activity change, % (tested at about 1.8 µM) | AID 720553 | 340,000 tested, 0.95% active;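 active = maximum activity change below -70%; inconclusive = maximum activity change from -70% to -50%; inactive = maximum activity change above -50%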;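 also: thallium influx rate constant from kinetic fluorescence after stimulation buffer; % is scaled to controls: 0 for no effect and ±100 for the full control effect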
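Virally transduced U2OS (3.1 isoform, 4 h infection in dark at RT) → overnight 37 C → FluxOr + Red40 in HBSS/HEPES, 45 min → stimulation buffer, 2 min kinetic read → rate constant vs DMSO controls.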
S-ASM inh – blocks human secretory acid sphingomyelinase; 340,000 tested, 0.006% active; Potency, µM (titrated, usually from 57.5 µM), without a hit: top-dose activity change, negative = inhibition, actives largely listed as inhibitors; P17405; placental ASM, HMU-PC fluorogenic substrate, 60 min; also: potency is read from the fitted curve at half-maximal effect
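Steps: dispense placental human ASM, pin compound, wait 10 min at room temperature, add HMU-PC0 substrate at 9 uM final, incubate 60 min at 37 °C, add stop solution raising pH to 10, read fluorescence.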
TRPV1 agonist – agonists of human vanilloid receptor 1 (TRPV1); TRPV1-expressing cells, Fluo-8 calcium influx, agonist mode; activation, % at 8.33 µM; 320,000 tested, 0.19% active; Q8NER1; in the data active = activation above about 80%; inconclusive = between about 30% and that limit; also: 0% is about no effect
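Cells expressing TRPV1 were dye-loaded with Fluo-8 and read kinetically: 10 s baseline, 3 min after compound (agonist portion), then 2 min after EC20 capsaicin (allosteric enhancer portion). Calcium-bound dye fluorescence at 480/520 nm.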
Numbers without * were called inactive; i = inactive; ? = inconclusive; · = not tested or not shown; & = joins results of further samples; [ ] = dose if it differs, or a comment. Unless noted, calls follow the shape of the dose curve; as a rule, active = well fitted curve in the direction sought with a large enough effect; inconclusive = small, poorly fitted or top-dose-only effect, or another doubt; inactive = no such curve, though single readings can be large; an effect the other way counts as inactive or inconclusive. Outcome played no part in choosing rows; any-hit rate near 2%.

entry | mol | AT treatment | a7 integrin act | CXXC DNA block | Coupling enz | hERG WT inh
1 | CCN1CCN(c2ccc(NC(=O)c3cccc(S(=O)(=O)N4CCCC4)c3)cc2)CC1 | 10% | -11% | · | · | -12
2 | CCOC(=O)c1ccc(NC(=O)C2C3CCCCC32)cc1 (configuration not stated) | 9% | 12% | 16% | 2 | -9
3 | CCCn1c2ccccc2c2cnn(CC(=O)NCCOC)c(=O)c21 | 4% | -10% | 4% | 0 | 4
4 | CCOC(=O)c1sc(NC(=O)CSc2nc3cccnc3n2C)nc1C | -3% | 0% | ? | 0 | -9
5 | O=C(NC(=O)c1ccccc1)Nc1ccccc1 | 21% | 3% | -5% | 5 | -11
6 | C=CCNS(=O)(=O)c1ccc(N2C(=O)c3ccccc3C2=O)cc1 | 7% | 0% | -9% | -3 | ·
7 | O=C(Nc1ccc(N2CCCCC2)cc1)C(Cl)c1ccccc1 (configuration not stated) | 7% | -25% | -3% | -2 | i
8 | CCCCNC(=S)N(C)/N=C/c1ccc2c(c1)OCO2 | 3% | 45% | 0% | -1 | ·
9 | O=C(Nc1ccc(C(=O)N2CCOCC2)cc1)C1CC1 | · | 39% | · | · | -5
10 | O=C(N/N=C/C(Br)=C/c1ccccc1)c1n[nH]c2c1CCC2 | 13% | -27% | 68%[activator] | -2 | -23
11 | Cc1ccc(CSc2nc(N)cc(N)n2)cc1 | -3% | -11% | 11% | 0 | -6
12 | Cc1ccccc1N1CCN(CC(=O)NCc2ccc(Cl)cc2)CC1 | 3% | 10% | -2% | 2 | -6
13 | O=c1nc(-c2ccccc2)n(-c2ccccc2)c2ncccc12 | -3% | 4% | 15% | 7 | -2
14 | O=S(c1ccccc1)C(c1ccccc1)c1ccccc1 (configuration not stated) | · | 2% | · | · | -6
15 | O=C(NCc1ccncc1)c1ccc(S(=O)(=O)Nc2ccccc2)cc1 | -13% | 30% | · | · | -6

entry | MBNL1-CUG inh | GALK inhibitor | KCNH2 3.1 inh | S-ASM inh | TRPV1 agonist
1 | · | · | -12 | 1% | ·
2 | -5% | -5% | 0 | -1% | ?
3 | -9% | 1% | -17 | 16% | 1
4 | -1% | 6% | 12 | 3% | 0
5 | -8% | · | 1 | -1% | -1
6 | ? | 1% | 25 | -1% | 2
7 | -7% | 3% | -5 | -4% | -5
8 | -1% | -1% | 3 | -10% | 3
9 | · | · | 8 | 4% | ·
10 | 16% | 1% | 4 | -6% | 9
11 | 10% | 4% | 1 | -1% | 1
12 | 4% | 8% | -9 | 1% | ?
13 | -7% | -1% | -9 | 2% | 4
14 | · | · | 6 | 0% | ·
15 | · | · | 8 | -1% | 4

The list continues.
entry | mol | AT treatment | a7 integrin act | CXXC DNA block | Coupling enz | hERG WT inh
16 | COc1ccc(S(=O)(=O)Nc2ccc(F)cc2)c(C)c1C | 7% | 37% | -9% | -11 | 1
17 | CCCCCOC(=O)CSc1nnc(-c2ccccc2)c(=O)[nH]1 | -2% | 20% | -28% | 4 | -6
18 | FC(F)(F)c1ccccc1CN1CCN(C2CCCCCC2)CC1 | -1% | -10% | -10% | -1 | ·
19 | Cc1ccc(C(=O)N2CCN(c3ncccn3)CC2)cc1 | -2% | 6% | 0% | 4 | -2
20 | Cc1nc(C)c(-c2ccc(SCc3ccccc3C)nn2)s1 | 6% | 14% | -9% | 0 | -10
21 | O=C(COC(=O)c1n[nH]c2ccccc12)NCc1ccccc1 | 2% | 0% | -2% | 1 | 4
22 | CCC(C)(C)C(=O)Nc1ccc(OC)cc1[N+](=O)[O-] | -5% | 5% | 2% | 0 | -36
23 | Cc1cc(C(=O)N2CCN(Cc3ccc4c(c3)OCO4)CC2)on1 | 5% | -1% | 0% | 2 | -16
24 | C=CCN=C1SC(C)C(=O)N1S(=O)(=O)c1ccccc1 (configuration not stated) | -1% | -2% | -10% | -4 | -12
25 | Cc1ccc(SCCC(=O)N2CCOCC2)cc1 | 0% | -8% | 10% | 5 | 6
26 | Cc1ccc(-c2csc3ncnc(SCC(=O)c4ccc5c(c4)OCCO5)c23)cc1 | -7% | -15% | -11% | 5 | -6
27 | CCn1cc(C(=O)NCCC(C)C)c(=O)c2cc(F)c(N3CCN(C)CC3)cc21 | 10% | -4% | 6% | -1 | -19
28 | Cc1c(CCC(=O)N[C@@H](CC(C)C)C(=O)O)c(=O)oc2cc3oc4c(c3cc12)CCCC4 | -4% | -7% | ? | 5 | -3
29 | CCN(CC)CCN1C(=O)C(=O)/C(=C(/O)c2ccc(C)cc2)C1c1cccnc1 (configuration not stated) | -11% | 15% | -3% | 0 | 3
30 | CC1(C)CC(N2CCN(C(c3ccccc3)c3ccccc3)CC2)=CC(=[N+]2CCCCC2)C1 | 9% | -48%[inhibitor] | 10% | 3 | 4

entry | MBNL1-CUG inh | GALK inhibitor | KCNH2 3.1 inh | S-ASM inh | TRPV1 agonist
16 | 4% | 0% | -2 | 0% | 18
17 | -5% | -1% | 19 | -2% | 1
18 | -22% | 0% | -23 | -2% | 1
19 | 21% | 3% | 26 | 0% | -3
20 | 22% | -5% | 7 | -4% | 12
21 | -2% | 4% | -10 | -3% | 1
22 | ? | 3% | -7 | -4% | 1
23 | -6% | 1% | -1 | 3% | -1
24 | 4% | -4% | -7 | -2% | 2
25 | 1% | 1% | 3 | 3% | 8
26 | 32%[activator] | 0% | -2 | 3% | -6
27 | 3% | 2% | 3 | -4% | 3
28 | 10% | · | -12 | 170%[activator] | 5
29 | -2% | 0% | 18 | -3% | 1
30 | 0% | -1% | -2 | -6% | 2

Additional results:
entry | mol | AT treatment | a7 integrin act | CXXC DNA block | Coupling enz | hERG WT inh
31 | CCN1CCN(Cc2ccc(NC(=O)c3cc(NC(=O)c4ccno4)cc(OC)c3)cc2C(F)(F)F)CC1 | -6% | -49%&-39%[inhibitor] | -3% | 2 | -11&-5
32 | COc1ccc(C[C@@H]2OC3(C=CC(=O)C=C3)O[C@H]2Cc2ccc(OC)cc2)cc1 | · | -57%[inhibitor] | · | · | -8
33 | Cc1cc(C)c(S(=O)(=O)N(C)CC(=O)NCc2ccccn2)c(C)c1 | 34% | -16% | -9% | -2 | 3
34 | COc1ccc(OCc2nc3c4c(ncn3n2)-c2ccccc2CC42CCCC2)cc1 | 4% | 11% | 6% | -3 | 3
35 | C[N+](C)(C)CCN1C(=O)CSC1=O | -6% | -21% | 0% | 2 | 10
36 | CCC(C)c1ccc(NC(=O)c2cccnc2)cc1 (configuration not stated) | 13% | -20% | 11% | -7 | 9
37 | COc1cccc(N2C(=O)N(c3ccccc3Cl)C3CS(=O)(=O)CC32)c1 (configuration not stated) | 14% | 1%[7.66 µM] | 2% | 1 | -9
38 | CCOc1ccccc1-c1nc(-c2cccc(Br)c2)no1 | 18% | -23% | 3% | -2 | 13
39 | COC(=O)COc1ccc2c(-c3ccc(OC)cc3)cc(=O)oc2c1 | 2% | 13% | 18% | -2 | ?
40 | Cc1c(CN2CCC(n3nccc3NC(=O)C3CCOC3)CC2)[nH]c2ccccc12 (configuration not stated) | 15% | -10% | 18% | · | 25

entry | MBNL1-CUG inh | GALK inhibitor | KCNH2 3.1 inh | S-ASM inh | TRPV1 agonist
31 | -7% | -2% | 2&-10 | -18% | 1
32 | · | · | -41 | -6% | ·
33 | 2% | 7% | 4 | -1% | 3
34 | -5% | -3% | 3 | -3% | 1
35 | -16% | -1% | 0 | 3% | 1
36 | -5% | 1% | 2 | 0% | -5
37 | -7% | 1% | -14 | 3% | 2
38 | 5% | -5% | 0 | -9% | 1
39 | 15% | -3% | -79* | -10% | 15
40 | -5% | -9% | -8 | -3% | -2

Rewritten as labelled records: entries from further up
#35 C[N+](C)(C)CCN1C(=O)CSC1=O
  AT treatment = -6% | a7 integrin act = -21% | CXXC DNA block = 0% | Coupling enz = 2 | hERG WT inh = 10 | MBNL1-CUG inh = -16% | GALK inhibitor = -1% | KCNH2 3.1 inh = 0 | S-ASM inh = 3% | TRPV1 agonist = 1
#36 CCC(C)c1ccc(NC(=O)c2cccnc2)cc1 (configuration not stated)
  AT treatment = 13% | a7 integrin act = -20% | CXXC DNA block = 11% | Coupling enz = -7 | hERG WT inh = 9 | MBNL1-CUG inh = -5% | GALK inhibitor = 1% | KCNH2 3.1 inh = 2 | S-ASM inh = 0% | TRPV1 agonist = -5
#37 COc1cccc(N2C(=O)N(c3ccccc3Cl)C3CS(=O)(=O)CC32)c1 (configuration not stated)
  AT treatment = 14% | a7 integrin act = 1%[7.66 µM] | CXXC DNA block = 2% | Coupling enz = 1 | hERG WT inh = -9 | MBNL1-CUG inh = -7% | GALK inhibitor = 1% | KCNH2 3.1 inh = -14 | S-ASM inh = 3% | TRPV1 agonist = 2

High-throughput results (PubChem BioAssay)
